CHRM1 antagonist = blocks human M1 muscarinic receptor | P11229 | actives 1.3% (n = 360,000) | inhibition, % at 3 µM | CHO-K1 hM1, Fluo-8 calcium fluorescence, ACh EC80 antagonist | AID 588852;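 active = percent inhibition above its own plate's cutoff, namely the mean of that plate's compound wells plus 3 SD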;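 note: peak over basal fluorescence ratio during 140 s after agonist addition; 0% = ACh EC80 plus DMSO and 100% = DMSO alone without agonist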
M4 ag = CHRM4 agonism in calcium assay. P08173. CHO-K1 hM4/Gqi5, Fluo-8 calcium fluorescence; vehicle 0%, full acetylcholine response 100%. activation, % at 3 µM. actives 0.14% (n = 360,000). AID 624127;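 active = activation above the run mean over all test wells plus 3 SD, cut at about 32% in these data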;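 note: peak over basal fluorescence ratio per well then scaled between controls; 0% = DMSO wells and 100% = acetylcholine at EC100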
Target sequence (P08173 whole entry, looked up): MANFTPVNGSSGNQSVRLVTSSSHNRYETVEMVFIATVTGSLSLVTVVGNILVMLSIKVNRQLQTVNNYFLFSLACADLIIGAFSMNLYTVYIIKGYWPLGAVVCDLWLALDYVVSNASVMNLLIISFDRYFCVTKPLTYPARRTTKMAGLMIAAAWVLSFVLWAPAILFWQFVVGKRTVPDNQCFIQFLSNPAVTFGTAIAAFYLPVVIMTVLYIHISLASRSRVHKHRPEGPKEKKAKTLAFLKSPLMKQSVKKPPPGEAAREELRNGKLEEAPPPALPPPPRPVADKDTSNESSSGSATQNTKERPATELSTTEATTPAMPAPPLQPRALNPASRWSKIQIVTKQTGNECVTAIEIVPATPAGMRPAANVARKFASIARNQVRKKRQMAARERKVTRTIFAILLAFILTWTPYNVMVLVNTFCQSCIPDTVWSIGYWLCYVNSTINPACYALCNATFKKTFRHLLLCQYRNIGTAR
M5 PAM = potentiates acetylcholine response at human M5 receptor; P08912; CHO-K1 hM5, Fluo-8 calcium, ACh EC20 PAM; 0% = ACh EC20, 100% = ACh EC100; activation, % at 3 µM; actives 0.3% (n = 360,000); AID 624038;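 active = activation above the run cutoff, the mean activation of all test compounds plus 3 SD, cut at about 18% in these data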
Target sequence (P08912 whole entry, looked up): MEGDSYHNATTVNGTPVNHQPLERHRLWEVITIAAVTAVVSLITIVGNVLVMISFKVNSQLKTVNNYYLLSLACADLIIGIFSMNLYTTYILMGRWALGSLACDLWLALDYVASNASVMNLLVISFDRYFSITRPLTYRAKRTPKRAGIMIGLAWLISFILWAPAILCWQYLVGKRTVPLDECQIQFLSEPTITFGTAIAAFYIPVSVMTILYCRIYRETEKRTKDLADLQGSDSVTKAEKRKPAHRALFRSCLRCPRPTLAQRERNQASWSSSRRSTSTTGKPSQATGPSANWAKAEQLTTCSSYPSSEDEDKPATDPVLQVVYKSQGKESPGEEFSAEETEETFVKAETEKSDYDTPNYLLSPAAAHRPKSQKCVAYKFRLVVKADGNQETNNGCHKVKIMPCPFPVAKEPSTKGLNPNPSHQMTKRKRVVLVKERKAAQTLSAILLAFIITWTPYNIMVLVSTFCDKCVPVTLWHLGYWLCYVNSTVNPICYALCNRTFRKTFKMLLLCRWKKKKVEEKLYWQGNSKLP
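System: CHO-K1 hM5 cells. Reagent: acetylcholine, EC20 level. Compound dosing: single dose, 3 µM nominal final test concentration. Timing: Post-acetylcholine fluorescence recording 140 s. Detection: Fluo-8 calcium fluorescence. Read-out: % activation, ACh-normalized. Benchmarks: ACh EC20 and EC100 wells. Repeats: singlicate, one well per test compound.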
M4 antag = CHRM4 antagonism in calcium assay; P08173; CHO-hM4 cells, ACh EC80, Fluo-8 calcium fluorescence; inhibition, % at 3 µM; actives 0.73% (n = 360,000);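 active = inhibition above its plate's cutoff, the mean inhibition of sample wells plus 3 SD, cut at about 27% in these data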;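 note: 0% = acetylcholine EC80 with DMSO and 100% = DMSO without agonist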
M4 PAM = positive allosteric modulators of human muscarinic M4 receptor; CHO-K1 hM4/Gqi5, Fluo-8 calcium fluorescence, ACh EC20; 0% = ACh EC20, 100% = maximal ACh; P08173; actives 0.4% (n = 360,000); activation, % at 3 µM;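 active = activation above its plate's cutoff, the mean activation of sample wells plus 3 SD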; note: some results filed as inactive read as strong as hits
M5 ag = agonists of human muscarinic M5 receptor (CHRM5). activation, % at 3 µM. actives 0.19% (n = 360,000). AID 624037. P08912. CHO-K1 hM5 cells, Fluo-8 calcium fluorescence; 0% DMSO wells, 100% maximal acetylcholine response;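 active = activation above the run's mean over test compounds plus 3 SD, cut at about 23% in these data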;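 note: signal is peak over basal fluorescence ratio across the kinetic read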
CRFR2-BP ag = CRF-BP/CRF-R2 complex agonism | HEK293 CRF-R2/CRF-BP, calcium dye fluorescence (FLIPR); percent of saturating CRF peptide response | activation, % at 13.2 µM | actives 0.46% (n = 350,000) | AID 588473;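 active = activation of at least 50%, plus an integration ratio under a set limit after plate pattern correction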;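 note: plate controls were neutral control wells without compound for no effect and CRF at EC100 for full effect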
CHRM5 antagonist = antagonists of human muscarinic M5 receptor (CHRM5); P08912; actives 0.59% (n = 360,000); inhibition, % at 3 µM; AID 624040; CHO-hM5 cells, Fluo-8 calcium fluorescence, ACh EC80;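 active = inhibition above a per-plate cutoff, the mean of that plate's test compounds plus 3 SD, cut at about 27% in these data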;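 note: 0% = acetylcholine EC80 with DMSO and 100% = DMSO without agonist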
M1 PAM = positive allosteric modulators of human M1 muscarinic receptor. actives 0.088% (n = 360,000). P11229. activation, % at 3 µM. AID 588819. CHO-K1 hM1, Fluo-8 calcium fluorescence, ACh EC20; 0% = ACh EC20, 100% = maximal ACh; in the data active = activation above about 19%, passing the limit was not always enough
Numbers without * were called inactive; . = no result given. Rows are unselected. Share with any hit: about 2.8%.

SMILES	CHRM1 antagonist	M4 ag	M5 PAM	M4 antag	M4 PAM	M5 ag	CRFR2-BP ag	CHRM5 antagonist	M1 PAM
COCCCNCCOc1ccccc1-c1ccccc1	3	4	-3	9	-8	-5	-2.9	1	-13
OCCN1CCN(c2ncnc3sc(-c4ccccc4)cc23)CC1	7	4	1	-3	6	-1	-2.1	-1	-1
CCn1c(Cc2ccccc2)nnc1SCc1ccc([N+](=O)[O-])cc1	-3	0	4	7	-7	-4	-1.2	-3	8
Cc1ccc(C(=O)N2CCN(c3ccc(NC(=O)Cc4ccccc4)cc3)CC2)cc1	3	2	-6	4	-2	-3	-7.2	8	2
CCOC(=O)C(C)Sc1cc(CS(=O)(=O)c2ccccc2)nc(-c2ccccc2)n1 (stereo not given)	-4	-1	-10	4	-12	-4	5.5	12	-3
Cc1ccc(NC(=O)CSCC(=O)Nc2cc(Cl)ccc2N2CCOCC2)cc1	-11	0	-4	-6	1	-2	0.1	4	6
CCCCCCCC(=O)NN1CCOCC1	-6	1	0	-17	15	-4	4.5	-7	7
NC(=O)C1=C[C@H](c2ccc(C(F)(F)F)cc2)C[C@H](OCCCCO)O1	-6	1	5	13	-2	1	-1.4	7	7
CCCCCC(=O)Nc1ccc(S(=O)(=O)NC2=NCCCCC2)cc1	1	2	0	-4	5	0	-0.7	17	4
CC(C)CN(C(=O)COc1ccc(C(C)(C)C)cc1)C1CCS(=O)(=O)C1 (stereo not given)	7	3	7	-22	-1	-1	0.0	-4	-2
Cc1cccc(-c2noc(CNS(=O)(=O)c3ccccc3)n2)c1	6	5	-9	-7	5	-2	-0.2	-4	-1
CCOC(=O)c1ccc(-c2ccc(/C=N/NC(=O)CN(c3ccccc3Cl)S(C)(=O)=O)o2)cc1	0	0	-4	8	-6	-1	2.6	6	4
c1cn2c(-c3ccc(N4CCOCC4)cc3)cncc2n1	-11	-1	-1	-4	2	-1	.	3	5
Cc1ccc(NC(=O)CS(=O)(=O)c2cn(CC(=O)N3CCOCC3)c3ccccc23)cc1	-16	2	3	36*	25	-3	-2.1	-9	3
CCOC(=O)N1CCN(S(=O)(=O)c2cc(Br)cc3c2N(C(C)=O)C(C)C3)CC1 (stereo not given)	-2	1	2	-1	6	3	-0.2	-11	5
NC(=O)c1ccc(NC(=O)CCNC(=O)c2ccco2)cc1	-13	0	-2	4	-4	-1	-0.7	11	5
COCCN(C(=O)COC(=O)/C=C/c1cccs1)c1c(N)n(Cc2ccccc2)c(=O)[nH]c1=O	-14	1	3	7	20	0	0.6	4	16
O=C1c2cccnc2C(=O)N1c1cccc(-c2nc3ccccc3o2)c1	-12	0	1	3	14	2	-1.6	17	15
CCOc1cc(C#N)c(NC(=O)c2cccnc2Cl)cc1OCC	-2	1	5	0	10	-11	-2.4	2	9
CCc1ccc(N2CC(C(=O)N(CC)CC(=O)Nc3c(F)cccc3F)CC2=O)cc1 (stereo not given)	-9	1	-6	-10	7	1	-4.5	-3	2
C1=C(c2ccccc2)Nc2ncnn2C1c1ccccc1 (stereo not given)	-8	4	15	-11	4	1	16	0	12
CCNC(=O)/C(C#N)=C/c1c(N2CCN(c3ccccc3)CC2)nc2ccccn2c1=O	2	8	-11	1	-4	-2	-0.4	5	0
Cc1ccc(C)c(NC(=O)Cn2c([N+](=O)[O-])cnc2C)c1	-8	0	5	-3	7	-2	-0.4	-1	7
Cc1cc(NS(=O)(=O)c2ccc(C3CCCCC3)cc2)no1	0	1	0	1	-1	0	-1.6	-4	0
CCOC(=O)c1cc(NC(=O)c2cccs2)ccc1N1CCOCC1	-2	6	3	0	-5	4	-0.8	1	2
Cc1noc(C)c1C(=O)Nc1ccc(F)cc1F	7	0	-1	-12	-1	-1	-1.1	5	-6
O=C(O)c1cccc(NC(=O)C2CC(=O)N(Cc3ccccc3)C2)c1 (stereo not given)	-10	1	-3	-8	10	0	0.3	-2	12
Cc1ccc(CSCC(Nc2ccc(C(=O)O)cc2[N+](=O)[O-])C(=O)O)cc1 (stereo not given)	-21	1	1	-4	2	2	-1.3	-10	15
CC(C)N(C(=O)Cn1c(=O)oc2ccccc21)c1ccccc1	-20	2	-3	-12	5	2	5.2	2	13
O=C1c2ccccc2-c2cccnc21	10	0	-2	7	-1	-3	-1.9	18	-5

Overlap with the part before: 2 entries; new compounds follow.
SMILES	CHRM1 antagonist	M4 ag	M5 PAM	M4 antag	M4 PAM	M5 ag	CRFR2-BP ag	CHRM5 antagonist	M1 PAM
CC(C)N(C(=O)Cn1c(=O)oc2ccccc21)c1ccccc1	-20	2	-3	-12	5	2	5.2	2	13
O=C1c2ccccc2-c2cccnc21	10	0	-2	7	-1	-3	-1.9	18	-5
Nc1c(S(=O)(=O)c2cccs2)c2nc3ccccc3nc2n1Cc1cccs1	-4	8	5	-8	2	2	1.7	-1	12
CNc1ccc([N+](=O)[O-])cc1	1	0	-4	-4	1	-1	-1.3	-3	-2
Cc1ccccc1-c1nnc(SCc2ccc(F)cc2)o1	-2	-3	0	1	3	-1	-1.2	2	5
CCN(CC)c1ccc(/C=N/NC(=O)c2nnn(-c3nonc3N)c2CN(C)C2CCCCC2)cc1	2	0	1	1	3	0	4.3	4	1
CCN(CC(=O)Nc1ccccc1OC)C(=O)CCOc1ccc(C(C)(C)C)cc1	6	7	-5	-4	-8	1	0.0	11	-4
N#CCCn1c(=O)n(CCC#N)c2ccccc21	-4	1	-2	0	2	4	1.7	5	4
COc1cccc(OC)c1C(=O)NC(=O)Nc1c(F)c(F)c(F)c(F)c1F	-10	0	-1	-12	-3	-8	0.6	11	10
COc1cccc(Nc2nc(N)c([N+](=O)[O-])c(N3CCOCC3)n2)c1	-9	16	-8	-19	-5	1	0.6	3	11
CN1CCN(CC/C=C2/c3ccccc3Sc3ccc(S(=O)(=O)N(C)C)cc32)CC1	-15	7	-9	-3	-6	0	-1.3	-2	-8
COC(=O)c1ccc(-n2c(C)cc(C(=O)CSc3ccc(NC(C)=O)cc3)c2C)cc1	-5	9	-11	-3	-7	-2	1.9	11	-5
Clc1ccccc1/C=N/NC1=Nc2cccc3cccc1c23	0	-1	-8	-3	5	0	7.0	11	7
C=CCN1C(=O)/C(=C/c2ccsc2)SC1=S	12	1	5	0	2	4	-1.8	1	4
CC1(C(=O)NS(=O)(=O)c2ccccc2Cl)CCN1C(=O)CCC1CCCC1 (stereo not given)	-7	0	-1	8	-4	0	.	2	2
O=[N+]([O-])c1ccc(N2CCN(Cc3ccccc3)CC2)s1	-30	1	7	-15	1	-7	-4.5	-10	24
CCCCNC(=O)C1CCCN(S(=O)(=O)c2ccc(S(=O)(=O)NCC(C)C)cc2)C1 (stereo not given)	2	1	-3	1	-3	-3	-1.9	6	-5

3 entries from above, arranged by count of non-hydrogen atoms, falling.
SMILES	CHRM1 antagonist	M4 ag	M5 PAM	M4 antag	M4 PAM	M5 ag	CRFR2-BP ag	CHRM5 antagonist	M1 PAM
CCN(CC)c1ccc(/C=N/NC(=O)c2nnn(-c3nonc3N)c2CN(C)C2CCCCC2)cc1	2	0	1	1	3	0	4.3	4	1
CCN(CC(=O)Nc1ccccc1OC)C(=O)CCOc1ccc(C(C)(C)C)cc1	6	7	-5	-4	-8	1	0.0	11	-4
CNc1ccc([N+](=O)[O-])cc1	1	0	-4	-4	1	-1	-1.3	-3	-2

Carrying on:
SMILES	CHRM1 antagonist	M4 ag	M5 PAM	M4 antag	M4 PAM	M5 ag	CRFR2-BP ag	CHRM5 antagonist	M1 PAM
O=c1c2ccc(Cl)cc2[nH]c(=S)n1CCCN1CCOCC1	0	4	0	-5	7	-2	0.2	6	4
COc1ccc(CN2CCNC(=O)C2CC(=O)NCCc2nc(C)c(C)s2)cc1C (stereo not given)	-2	0	-3	3	-1	-4	0.9	4	4
CCC1(c2ccc(F)cc2)NC(=O)N(CC(=O)Nc2ccc(C(N)=O)cc2)C1=O (stereo not given)	-17	1	5	7	2	-1	-1.3	9	17
COc1ccc(/C=C/C(=O)NC2CCCCC2C)cc1 (stereo not given)	-12	0	2	7	-6	-1	-1.4	17	7
CC1C/C(=C/c2cccs2)C(=O)/C(=C/c2cccs2)C1 (stereo not given)	3	1	7	0	-3	1	1.7	-2	-3
O=C(NCC(c1ccco1)N1CCc2ccccc2C1)c1cccc(F)c1 (stereo not given)	0	1	5	-8	2	-1	-2.2	-1	4
CCN(c1ccccc1)S(=O)(=O)c1ccc(Cl)c(NC(=O)COC(=O)c2ccc(O)cc2)c1	8	8	-9	6	-8	0	0.7	9	-4
Cc1cc(=O)[nH]c(SCC(=O)Nc2ccc(S(=O)(=O)N3CCOCC3)cc2)n1	3	0	0	-6	-2	1	0.4	-2	4
COC(=O)N1CC(=O)N(OC)C1c1ccc(Cl)cc1Cl (stereo not given)	-3	0	-7	0	5	-2	1.0	6	2
O=C(Nc1ccccc1)O/N=C/c1ccncc1	12	3	-4	1	11	3	-1.5	4	1
C=CCCN(C(CC(C)C)C(=O)OC)S(=O)(=O)c1ccccc1Br (stereo not given)	6	-1	-6	8	-4	-8	7.8	2	0
Cc1ccc(-c2cc(=O)[nH]c(NCc3ccccc3)n2)cc1	-11	2	9	-17	-7	4	0.1	-3	5
Cc1ccc(/C=N/NC(=O)C(c2ccncc2)N2CCOCC2)cc1 (stereo not given)	15	0	-8	0	3	-2	-3.0	21	-6
CCOC(=O)/C(C#N)=C/c1ccc(N2CCN(Cc3ccccc3)CC2)cc1	-1	2	-2	5	-6	-3	100*	1	0
COCCCNC(=S)Nc1c(C)cc(C)cc1C	9	10	-6	0	-18	2	-1.3	11	-1
COc1ccc(C(C)=O)cc1CN1C(=O)NC2(CCCCC2)C1=O	-26	1	0	7	10	0	-2.5	5	15
CC[C@@]1(C(=O)OC)N[C@H](CN(C)C(=O)COC)[C@@H]2C(=O)N(Cc3ccccc3)C(=O)[C@@H]21	-12	0	5	-12	3	0	-0.4	-3	9
COc1cc(CN2C(=S)NC(C)(C)CC2(C)O)cc(OC)c1 (stereo not given)	-11	0	-1	2	9	-3	-1.0	-9	17
COc1ccc(S(=O)(=O)Nc2cccc3c2O[C@@H](CN(C)CC2CC2)[C@@H](C)CN([C@@H](C)CO)C3=O)cc1	3	0	-7	-1	1	1	0.7	9	15
O=C(NCc1ccncc1)C1COc2ccccc2O1 (stereo not given)	-23	1	2	-10	2	-8	-1.7	-1	2
CCOC(=O)C(C(C)=O)C(c1ccc(OC)cc1)C(C(C)=O)C(=O)OCC (stereo not given)	1	0	2	3	-5	-1	-1.4	2	0
CCOCCCNC(=O)c1cn(CC)c2ccc(S(=O)(=O)N3CCC(C)CC3)cc2c1=O	1	0	-2	6	-5	-1	-1.5	4	1
Cc1ccc(C)c(Cn2nnc3c(=O)[nH]c(C(=O)NCc4ccco4)nc32)c1	-5	-1	0	10	8	1	0.3	4	3
Cc1cn(C2CCC(CO)O2)c(=O)[nH]c1=O (stereo not given)	-9	0	2	-5	-2	-3	2.7	0	10
Fc1ccc(C2NCCn3cccc32)cc1 (stereo not given)	0	1	1	11	4	-3	-1.2	2	2
COc1cccc(NC(=O)c2ccc(-n3cnnn3)cc2)c1	-13	3	8	1	-3	2	-0.3	-6	9
O=C(CCCN1C(=O)c2ccccc2C1=O)NCCCn1ccnc1	-7	0	4	-5	4	-1	-0.3	5	10
Cc1nc(C)c(C(=O)Nc2nc3c(C)cccc3s2)o1	-7	3	6	-17	19	6	2.3	-5	12
